Screening results from PubChem.
M4 PAM: positive allosteric modulators of human muscarinic M4 receptor; activation, % at 3 µM; AID 624126; 0.4% of 360,000 active; CHO-K1 hM4/Gqi5, Fluo-8 calcium fluorescence, ACh EC20; 0% = ACh EC20, 100% = maximal ACh;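 active = activation above its plate's cutoff, the mean activation of sample wells plus 3 SD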; also: some results filed as inactive read as strong as hits
PHOSPHO1 block: inhibitors of human PHOSPHO1 phosphatase; Q8TCT1; recombinant PHOSPHO1, absorbance phosphatase assay; inhibition, % at 13.3 µM; 1.1% of 290,000 active; AID 1565; in the data active = inhibition above about 60%
Target sequence (Q8TCT1 whole entry, looked up): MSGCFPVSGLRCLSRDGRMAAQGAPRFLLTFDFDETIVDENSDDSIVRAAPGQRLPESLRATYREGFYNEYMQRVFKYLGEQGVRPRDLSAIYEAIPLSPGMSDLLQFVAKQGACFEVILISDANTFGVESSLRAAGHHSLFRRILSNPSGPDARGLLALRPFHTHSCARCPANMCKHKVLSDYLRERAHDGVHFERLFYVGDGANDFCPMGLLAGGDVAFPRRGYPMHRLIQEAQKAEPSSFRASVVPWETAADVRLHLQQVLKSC
MEKK3 PB1 HTS: modulators (inhibitors or enhancers) of MEK5 binding to human MEKK3 PB1 domain; bead-based flow cytometry, Alexa488-MEK5 binding to MEKK3; actives lie on both sides; 0 = blocked by unlabeled MEK5, 100 = vehicle; AID 1529; Q99759; binding response (% of control), % at 10 µM; 1.4% of 290,000 active;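 active = binding response more than 3 SD above or below the average of its plate-row segment, actives on both sides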;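 also: Alexa488 bead fluorescence after subtracting the streptavidin-only scavenger bead signal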
Target sequence (Q99759 whole entry, looked up, the tested form may be a part): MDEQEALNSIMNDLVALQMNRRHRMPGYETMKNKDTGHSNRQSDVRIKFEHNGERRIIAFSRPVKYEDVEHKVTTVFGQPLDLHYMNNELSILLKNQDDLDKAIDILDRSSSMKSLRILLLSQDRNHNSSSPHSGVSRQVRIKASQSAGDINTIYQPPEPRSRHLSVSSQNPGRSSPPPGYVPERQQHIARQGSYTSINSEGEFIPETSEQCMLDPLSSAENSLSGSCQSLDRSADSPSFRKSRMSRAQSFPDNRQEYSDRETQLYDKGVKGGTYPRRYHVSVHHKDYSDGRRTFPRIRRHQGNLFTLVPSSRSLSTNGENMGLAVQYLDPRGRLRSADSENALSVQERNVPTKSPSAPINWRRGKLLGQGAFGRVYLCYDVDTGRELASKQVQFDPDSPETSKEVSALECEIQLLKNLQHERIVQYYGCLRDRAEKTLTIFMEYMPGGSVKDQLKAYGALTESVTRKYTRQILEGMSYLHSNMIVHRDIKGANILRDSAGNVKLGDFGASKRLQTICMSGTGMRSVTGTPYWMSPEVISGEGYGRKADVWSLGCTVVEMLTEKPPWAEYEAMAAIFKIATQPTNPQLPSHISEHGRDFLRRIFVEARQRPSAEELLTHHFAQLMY
CRFBP-R2 block: blocks CRF-induced signaling of the CRF-BP/CRF-R2 complex; inhibition, % at 11.8 µM; AID 588475; 0.59% of 350,000 active; HEK293 CRF-R2/CRF-BP, CRF-induced calcium fluorescence;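 active = inhibition of the ligand-induced calcium signal above about 50% at the single tested concentration, limit read from the data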
CRFBP-R2 agonist: CRF-BP/CRF-R2 complex agonism | HEK293 CRF-R2/CRF-BP, calcium dye fluorescence (FLIPR); percent of saturating CRF peptide response | activation, % at 13.2 µM | 0.46% of 350,000 active | AID 588473;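 active = activation of at least 50%, plus an integration ratio under a set limit after plate pattern correction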;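 also: plate controls were neutral control wells without compound for no effect and CRF at EC100 for full effect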
GalR3 antag: blocks the human galanin receptor 3. O60755. HEK293 GalR3-CNG cAMP membrane potential fluorescence; galR3 body fused to GalR1 C-terminus. inhibition, % at 3 µM. 0.44% of 360,000 active;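 active = inhibition above the screen-wide average plus 3 SD, cut at about 13% in these data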;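 also: forskolin and galanin both at EC90 stimulate the cells; cAMP rise reported by CNG channel membrane potential dye signal; 0% = forskolin plus galanin with DMSO and 100% = forskolin alone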
IDE cell inh: cellular human IDE inhibition. P14735. HEK cells, FAbetaB cleavage, fluorescence polarization. inhibition, % at 5.59 µM. 0.41% of 320,000 active. AID 434962;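 active = percent inhibition above the average of all tested compounds plus 3 SD, set per screening campaign, cut at about 16% in these data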;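 also: IDE supplied by intact live HEK cells; FP after avidin binding of uncleaved biotin substrate so inhibition keeps polarization high; 0% = DMSO wells and 100% = 60 µM reference IDE inhibitor Ii1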
pCIP destab: lowers stability of the mouse p/CIP coactivator protein; 0.01% of 290,000 active; F442A p/CIP-EGFP cells, EGFP fluorescence, 16 h; decrease of EGFP signal, % at 10 µM; Q05BA5;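 active = EGFP signal decrease of at least 30% at 10 µM or well 3 SD below plate mean, unless failing retest; inactive = the rest, including hits failing retest or dose response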; also: some compounds called inactive have numbers as strong as hits; many of its hits are not listed in these tables
IDE cell activ: IDE (human) activation, cell-based; activation, % at 5.96 µM; HEK cells, FAbeta-B cleavage, fluorescence polarization; 0% vehicle, 100% cell-free pure enzyme wells; 0.073% of 340,000 active; P14735; AID 493087;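 active = activation above the mean of all tested compounds plus 3 SD, set per screening campaign, cut at about 17% in these data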
Active calls of the source: *; x = not tested or not shown; [ ] = another dose, or the depositor's remark.

M4 PAM	PHOSPHO1 block	MEKK3 PB1 HTS	CRFBP-R2 block	CRFBP-R2 agonist	GalR3 antag	IDE cell inh	pCIP destab	IDE cell activ	Structure
-9	39	102	1	0.8	-8	x	1	6	Cc1ccc(S(=O)(=O)N2C(=O)CCC2C(N)=O)cc1 (stereo unspecified)
4	13	86	-4	0.6	0	-2	0	2	Nc1nc(-c2cccnc2)nc(N2CCCCC2)n1
-1	-7	103	6	0.0	2	6	-4	6	O=C(c1ccco1)c1cn(CC(=O)N2CCCc3ccccc32)c2ccccc12
0	12	100	-19	-3.0	-9	4	1	5	CCCCC(=O)Nc1cc(C(=O)NCCc2ccccc2)ccc1Cl
-4	47	100	0	-0.6	-8	0	-18	-3	CCc1ccccc1NC(=O)C1CCCN(c2ncccn2)C1 (stereo unspecified)
-5	19	102	-2	1.4	-10	-5	-2	-2	CSc1ccccc1NC(=O)C1CC(c2ccccc2Cl)=NO1 (stereo unspecified)
-1	5	98	-14	-1.8	5	3	-1	0	Cc1ccc(C2(c3noc(CN4C[C@@H](C)O[C@@H](C)C4)n3)CCCC2)cc1
3	8	104	2	-0.5	-10	0	-25	5	N#Cc1ncc(Cc2ccccc2)nc1C#N
3	4	105	10	1.5	-5	4	0	4	Cc1cc(Br)ccc1OCCN1CC(C)OC(C)C1 (stereo unspecified)
-1	x	x	1	-6.4	-8	x	x	-3	Cc1c(C=C(C#N)c2ccc([N+](=O)[O-])cc2)c(=O)n(-c2ccccc2)n1C
-1	2	133*	-20	0.3	-2	10	6	-2	COc1ccc(/C=N/Nc2ncnc3sc(C)c(C)c23)cc1
4	27	93	-16	5.2	-8	15	-11	-7	Cn1cc(C(=O)N/N=C/c2c(O)ccc3ccccc23)ccc1=O
-1	33	99	20	-0.8	-1	1	-1	9	COc1ccc(CC(=O)NCC(=O)N/N=C/c2c[nH]c3ccccc23)cc1
6	19	108	3	-0.5	-7	-2	-10	-1	CCOC(=O)c1cc2c(=O)c3ccccc3oc2nc1C
-4	37	95	3	0.4	-9	-1	3	7	O=S(=O)(/N=C(/c1ccccc1)N1CCOCC1)c1ccc(F)cc1
-13	20	107	-4	-1.5	-5	-3	-11	-1	COCCNC(=S)N(CCc1c(C)[nH]c2ccc(Cl)cc12)Cc1cccnc1
3	30	103	-12	6.1	-1	-2	-2	8	COc1ccc(CNC(=O)C(C#N)c2nc3ccccc3nc2N2CCCC2)cc1 (stereo unspecified)
5	x	x	0	4.1	-6	x	x	7	CC1(c2cccc3ccccc23)OC(=O)c2ccccc21 (stereo unspecified)
8	x	x	0	-0.3	-2	0	x	5	CCOC(=O)C1=C(CC)Nc2ccccc2N/C1=N\S(=O)(=O)c1cccc(C(C)=O)c1
-1	2	87	15	2.1	-3	8	-2	2	Cc1cc(C(F)F)n2ncc(C(=O)N3CCCCC3)c2n1
4	-35	121	2	-1.0	3	-4	-2	10	O=C(NNC1=NS(=O)(=O)c2ccccc21)c1ccc(Cl)cc1
-4	x	x	-29	6.4	-5	-1	x	2	O=C(NCCCN1CCOCC1)c1cn(-c2ccccc2)nc1-c1ccc(Br)cc1
-2	11	64*[inhibitor]	6	-1.9	-4	1	2	3	CCOc1ccccc1N1CCN(C(=S)NCc2ccco2)CC1
-6	-19	97	1	-0.3	-4	5	1	2	CCOC(=O)c1sc2nc(C)[nH]c(=O)c2c1C
-3	28	98	9	-0.2	-9	0	-12	4	CCn1c(SCC(=O)NC2CCCC2)nnc1C(C)C
2	40	99	-13	0.0	4	1	-14	x	O=[N+]([O-])c1ccccc1S(=O)(=O)NC1CCCC1
-4	x	x	7	-3.9	-3	6	x	-1	COc1ccccc1CNC(=O)CN(C)CC(=O)Nc1ccccc1Br
-1	34	101	-10	-0.5	-3	0	2	4	O=C(OC1CCN(c2ncc(C(F)(F)F)cc2Cl)CC1)c1ccccc1
4	6	104	1	-0.1	-5	1	1	5	CN(C)c1ccc(P(=O)(OCc2ccccc2)C(O)c2cccnc2)cc1 (stereo unspecified)
-3	43	82	10	-1.1	-1	1	-3	x	O=C(O)CCC(=O)NCc1c(Cl)cccc1Sc1ccc(Cl)cc1
6	10	106	-3	-0.6	-2	3	-2	1	CC(=C1C(=O)c2ccccc2C1=O)N1CCN(c2ccccn2)CC1
-5	-10	96	-9	0.6	7	2	-61	8	CCNC(=O)CSc1nnc(CN2CCCCCC2=O)n1-c1ccccn1
-4	x	x	26	-1.0	-5	-2	x	1	O=C(CNC(=O)c1ccc(Cl)cc1Cl)OCc1nnc(-c2ccccc2Br)o1
-2	x	x	-3	-2.6	-5	x	x	-9	COc1ccc2cc(C3=CC(=O)CCC3)ccc2c1
0	2	91	19	4.7	-4	0	0	5	COc1cc(CNC(C)(C)CO)ccc1OCC(=O)NC(C)(C)C
-7	26	101	10	-0.1	5	-2	-4	10	O=C(CSc1nc2ccc(NC(=O)c3ccccc3C(=O)O)cc2s1)Nc1ccc(F)c([N+](=O)[O-])c1
-5	29	102	-8	-2.0	-9	-8	-8	1	CC(C)c1ccc(NC2CCCN(C(=O)CCN3CCOCC3)C2)cc1 (stereo unspecified)
-8	17	98	-2	2.0	-2	-4	-76	3	Cc1noc(C)c1CCC(=O)NC1CCCN(Cc2ccc(Cl)cc2)C1 (stereo unspecified)
18*	8	102	5	1.4	-1	3	2	3	CC(Cc1ccccn1)NC(=O)c1ccc(OC2CCN(Cc3ccccn3)CC2)cc1 (stereo unspecified)
9	-5	94	4	0.6	x	-1	2	4	O=C(CC1SC(=Nc2ccc(O)cc2)NC1=O)Nc1ccccc1 (stereo unspecified)
-2	50	x	-11	2.8	-6	0	-27	8	Cc1ccc(OCC(=O)Nc2ccc(CN3CCCCC3)cc2)c(C)c1
-3	92*	72	-23	-0.1	-5	-5	5	-9	S=C1NC2=C(CCC/C2=C\c2ccc(Cl)cc2)C(c2ccc(Cl)cc2)N1 (stereo unspecified)
-10	-46	95	-14	1.0	-2	7	-13	-5	CC1CC(C)CN(CCOCCSc2ccccc2)C1 (stereo unspecified)
-7	39	101	-25	0.0	-6	-2	-9	3	COc1ccccc1CNC(=O)N1CCN(S(=O)(=O)c2ccc(C)cc2)CC1
5	13	100	18	-0.7	1	0	-7	2	Cc1cc(N/C=C/C(=O)c2cccc3ccccc23)no1
3	x	104	-3	-2.8	-1	0	x	3	C[C@@H]1CC[C@@]2(O[C@@H](CCO)C[C@H](O)[C@H]2O)O1
10	30	104	-9	-0.8	-3	4	-5	2	CC(=O)Nc1sc2c(c1C(N)=O)CCCC2
-2	7	107	-26	1.2	2	1	3	0	Cc1cc2cc(CN(Cc3nnnn3C3CCCCC3)CC3CCCO3)c(=O)[nH]c2cc1C (stereo unspecified)
-3	x	x	-1	0.2	5	2	x	4	O=C(CN1C(=O)NC2(CCCCC2)C1=O)N1CCN(S(=O)(=O)c2ccc(Cl)s2)CC1
14	-47	90	4	-2.1	-10	4	-4	1	Cc1cccc2cc(CN(CC3CCCO3)C(=S)Nc3ccccc3)c(=O)[nH]c12 (stereo unspecified)

The list goes on:
M4 PAM	PHOSPHO1 block	MEKK3 PB1 HTS	CRFBP-R2 block	CRFBP-R2 agonist	GalR3 antag	IDE cell inh	pCIP destab	IDE cell activ	Structure
-1	14	102	11	-2.4	-1	-5	-6	-4	O=C(CC(=O)N/N=C/c1c(F)cccc1Cl)NCCc1ccccc1
21	11	99	-2	0.8	-6	-9	-8	4	CCOC(=O)c1cn(CC(=O)Nc2ccc(C)cc2)nn1
-2	x	x	-4	0.9	-4	x	x	2	COc1ccc(S(=O)(=O)N2CCOCC2)cc1NC(=O)c1cc2ccccc2o1
-5	x	x	11	0.7	-2	x	x	2	CCOC(=O)c1ccc(S(=O)(=O)N2CCN(C(=O)c3cccc(S(=O)(=O)N4CC(C)OC(C)C4)c3)CC2)cc1 (stereo unspecified)
0	16	106	4	-1.6	-3	-1	-3	3	O=C1NC[C@@H](Cc2ccc(O)cc2)N(CCc2cccc(F)c2)C1=O
11	x	x	-9	0.8	-6	5	x	4	NC(=O)c1ccc(NC(=O)COC(=O)C2CC3C=CC2C3)cc1 (stereo unspecified)
4	x	x	-6	-0.2	1	2	x	-2	Cc1nnc(SCC(=O)Nc2cccc(Br)c2)s1
x	37	90	x	x	x	3	-11	x	Cc1cc(NNC(=O)Nc2cccc(Cl)c2)nc2c1c(C)nn2C
-9	3	100	8	-1.6	-7	7	-29	5	Cc1cc(Sc2nnc(N)s2)c2ccccc2n1
-16	-10	104	-1	13	-5	-3	5	-4	CCOC(=O)c1c(-c2ccc(C)o2)csc1NC(=O)COC(=O)c1cccs1

One compound at a time, from the list above. Values in the order: M4 PAM, PHOSPHO1 block, MEKK3 PB1 HTS, CRFBP-R2 block, CRFBP-R2 agonist, GalR3 antag, IDE cell inh, pCIP destab, IDE cell activ
`CCOc1ccccc1N1CCN(C(=S)NCc2ccco2)CC1` across the screens: -2, 11, 64*[inhibitor], 6, -1.9, -4, 1, 2, 3
`CC(Cc1ccccn1)NC(=O)c1ccc(OC2CCN(Cc3ccccn3)CC2)cc1` (stereo unspecified) across the screens: 18*, 8, 102, 5, 1.4, -1, 3, 2, 3
`COc1ccc(CC(=O)NCC(=O)N/N=C/c2c[nH]c3ccccc23)cc1` across the screens: -1, 33, 99, 20, -0.8, -1, 1, -1, 9
`Cc1ccc(C2(c3noc(CN4C[C@@H](C)O[C@@H](C)C4)n3)CCCC2)cc1` across the screens: -1, 5, 98, -14, -1.8, 5, 3, -1, 0
`Cn1cc(C(=O)N/N=C/c2c(O)ccc3ccccc23)ccc1=O` across the screens: 4, 27, 93, -16, 5.2, -8, 15, -11, -7

(further entries)
M4 PAM	PHOSPHO1 block	MEKK3 PB1 HTS	CRFBP-R2 block	CRFBP-R2 agonist	GalR3 antag	IDE cell inh	pCIP destab	IDE cell activ	Structure
3	0	105	17	-0.5	2	-2	-28	-2	Cc1ccc(-c2nnc(N3CCCCC3)c3ccccc23)cc1S(=O)(=O)N(C)C
1	22	117	22	5.0	-2	-3	2	-1	O=C(NCc1ccc2c(c1)OCO2)c1ccc(NC(=O)C2CCCO2)cc1 (stereo unspecified)
11	6	108	-1	-2.4	-3	-6	1	5	c1coc(CNc2nc(-c3ccncc3)cs2)c1
9	0	98	34	-1.3	-1	1	6	0	CC1(C)CC2(C)Nc3ccccc3N2C(=S)N1 (stereo unspecified)
-7	24	96	-1	4.7	-1	-2	-7	-4	O=C(COC(=O)[C@@H]1CC(O)CN1S(=O)(=O)c1ccccc1[N+](=O)[O-])c1ccccc1 (stereo partly specified)
14	-40	103	11	0.8	1	-3	-4	0	COC(=O)c1ccccc1NC(=O)C1CC(c2ccccc2O)=NO1 (stereo unspecified)
6	-53	100	3	-0.4	-8	0	-8	6	O=C(CCNc1cccc(Cl)c1)c1ccco1
4	30	104	23	-0.1	-8	2	3	1	COc1ccc(NC(=O)CSCc2ccc([N+](=O)[O-])cc2)cc1OC
-16	48	104	1	-1.1	0	8	-4	-3	Fc1ccccc1Cc1noc(CN2CCCC(CN3CCOCC3)C2)n1 (stereo unspecified)
0	x	x	5	0.2	-5	x	x	x	Clc1ccc2nc(-c3ccccc3)c(Cc3ccccc3)n2c1
